Source: PubChem BioAssay (several laboratories)
EBV gp42 inh – blocks Epstein-Barr virus glycoprotein 42 binding | Q1HVG2 | Fluorescence polarization binding assay, mP read-out | inhibition, % (tested at 21.74 µM) | 220,000 tested, 0.42% active | AID 1085; in the data active = inhibition above about 50%
Target sequence (Q1HVG2 whole entry, looked up): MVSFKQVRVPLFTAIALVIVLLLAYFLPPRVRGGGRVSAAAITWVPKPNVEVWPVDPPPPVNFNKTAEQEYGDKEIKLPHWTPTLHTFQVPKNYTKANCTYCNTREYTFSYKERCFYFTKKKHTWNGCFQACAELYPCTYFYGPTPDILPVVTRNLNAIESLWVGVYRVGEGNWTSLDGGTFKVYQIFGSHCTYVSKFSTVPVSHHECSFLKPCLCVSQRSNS
TRPML3 ag – activates the human TRPML3 channel. HEK293 TRPML3-YFP, Fluo-8 calcium fluorescence; 100% = the carbachol control signal. 220,000 tested, 0.29% active. Q8TDD5. activation, % at 3 µM;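 active = activation above its plate's cutoff, the mean activation of the plate's test wells plus 3 SD, cut at about 12% in these data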;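 also: 0% = DMSO only wells and 100% = carbachol wells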
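system = HEK293 cells stably carrying human TRPML3-YFP | doses = one concentration, 3 µM nominal, 0.3% DMSO | timing = dye loading 1 h 37 °C then 30 min ambient, 125 s read | detection = Fluo-8 calcium dye fluorescence, ex 470-495, em 515-575 nm | benchmarks = high control carbachol 87 µM, low control DMSO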
Thrombin inh – thrombin (human) inhibition; 220,000 tested, 0.26% active; P00734; inhibition, % at 5 µM; AID 1046; alpha-thrombin, Boc-VPR-AMC fluorogenic substrate cleavage;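 active = inhibition at or above 40%; inactive = inhibition below 40%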;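 also: 0% = enzyme with no compound and 100% = wells without enzyme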
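Assay system: human alpha-thrombin enzyme. Reagent: Boc-VPR-AMC substrate, 15 µM final. Compound dosing: one concentration per compound, 5 µM, with 0.2% DMSO. Incubation: room-temperature reaction. Technique: AMC fluorescence, 355/460 nm. Measure: % inhibition relative to enzyme controls and enzyme-free blanks.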
Furin inhibitor – inhibitors of human furin; purified furin, fluorogenic substrate cleavage; inhibition, % at 30 µM; 220,000 tested, 0.061% active; AID 463115; in the data active = inhibition above about 25%; also: inactives centre near -15
Target sequence (P09958 108-714 limits assumed): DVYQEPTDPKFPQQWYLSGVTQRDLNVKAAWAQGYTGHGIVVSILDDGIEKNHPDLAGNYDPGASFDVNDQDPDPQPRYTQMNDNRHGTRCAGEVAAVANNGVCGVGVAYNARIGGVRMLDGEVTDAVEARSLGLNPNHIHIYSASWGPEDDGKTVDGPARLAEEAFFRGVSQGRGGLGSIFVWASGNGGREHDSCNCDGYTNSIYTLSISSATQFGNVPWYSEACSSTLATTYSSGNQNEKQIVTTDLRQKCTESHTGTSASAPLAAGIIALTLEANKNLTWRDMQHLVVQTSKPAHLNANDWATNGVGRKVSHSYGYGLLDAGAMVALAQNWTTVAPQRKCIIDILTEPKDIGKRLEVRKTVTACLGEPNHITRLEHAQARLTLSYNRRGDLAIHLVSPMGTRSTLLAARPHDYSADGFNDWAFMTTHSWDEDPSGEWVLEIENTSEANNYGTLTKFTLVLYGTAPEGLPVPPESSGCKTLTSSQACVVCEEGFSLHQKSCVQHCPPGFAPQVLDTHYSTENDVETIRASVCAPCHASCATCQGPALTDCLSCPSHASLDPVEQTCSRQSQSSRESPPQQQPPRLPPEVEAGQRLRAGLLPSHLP
m-calpain inh – calpain II (pig) inhibition; AID 1236; purified calpain II, fluorogenic peptide substrate, 30 min; 220,000 tested, 0.37% active; inhibition, % at 16 µM;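 active = inhibition above about 50%, limit read from the data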
Tb hexokinase – blocks Trypanosoma brucei hexokinase 1 activity. recombinant TbHK1, G6PDH-coupled NADH A340. 220,000 tested, 0.11% active. AID 1430. inhibition, % at 10 µM;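 active = inhibition of 50% or more in the single-dose primary screen; inactive = inhibition below 50%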
zfTRPN1 agonist – zebrafish TRPN1 (NompC) channel agonism; HEK293 zebrafish TRPN1-YFP, Fluo-8 calcium fluorescence; 100% = response to 87 µM carbachol; activation, % at 3 µM; 220,000 tested, 0.18% active;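 active = activation above its plate's cutoff, the mean activation of test wells on that plate plus 3 SD, cut at about 19% in these data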;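 also: 0% = DMSO alone and 100% = 87 µM carbachol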
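Material: zebrafish TRPN1-YFP in HEK293 cells. Doses: one dose of 3 µM, 0.3% DMSO. Incubation: dye 1 h 37 °C plus 30 min RT. Measured by: intracellular calcium fluorescence with Fluo-8.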
KCC2 mod – modulators of human KCC2 chloride dependent transport; KCC2 cells, thallium flux FluoZin-2 fluorescence; B-score of Tl+ flux slope (higher = more flux/activation; lower = inhibition) at 10 µM; 190,000 tested, 2.2% active; AID 1456;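 active = thallium flux slope and its plate-corrected score both differing from the plate sample mean at a set confidence after two filtering rounds, in either direction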;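 also: slope of fluorescence scaled to starting intensity during 10 to 20 s after thallium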
PPC-1+TRAIL kill – compounds killing PPC-1 cancer cells with TRAIL present (potentiator screen, no TRAIL-free arm); PPC-1 cells + TRAIL, ATPLite viability luminescence; cell killing (% activity), % at 4 µM; 220,000 tested, 0.41% active; AID 1443;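 active = cell killing above 50% in the first pass at 4 µM, then a duplicate retest at 5 µM averaging 50% or more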;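 also: plate controls were cells with TRAIL plus DMSO for no effect and medium-only wells lacking cells for full effect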
* = called active by the depositor; i = inactive; . = not tested or not shown; [ ] = another dose, or the depositor's remark.

Start of the listing, in advance:
SMILES	EBV gp42 inh	TRPML3 ag	Thrombin inh	Furin inhibitor	m-calpain inh	Tb hexokinase	zfTRPN1 agonist	KCC2 mod	PPC-1+TRAIL kill
COC(=O)CS(=O)(=O)c1ccc(C)cc1	0	0.8	.	-22	-17	1	1.6	0.18	19
O=c1cc(O)c(-c2ccccc2)c(Cl)[nH]1	-4	0.8	-4	-23[20 µM]	5	-2	0.6	1	-4
CCc1nn(CC(=O)NCCN2CCN(C)CC2)c(=O)c2cc3occc3n12	-17	1.0	2	-8	-12	-5	-0.3	-0.11	1
Cc1ccc(Cn2c(CN(C)Cc3ccccc3)nc3c2c(=O)n(C)c(=O)n3C)cc1	-11	0.3	3	-12	16	-5	6.9	.	10
COc1ccc(Cl)cc1NC(=O)/C=C/C(=O)O	0	0.9	-9	-16	25	-6	-1.0	0.29	5

Main list, repeating the preview:
SMILES	EBV gp42 inh	TRPML3 ag	Thrombin inh	Furin inhibitor	m-calpain inh	Tb hexokinase	zfTRPN1 agonist	KCC2 mod	PPC-1+TRAIL kill
COC(=O)CS(=O)(=O)c1ccc(C)cc1	0	0.8	.	-22	-17	1	1.6	0.18	19
O=c1cc(O)c(-c2ccccc2)c(Cl)[nH]1	-4	0.8	-4	-23[20 µM]	5	-2	0.6	1	-4
CCc1nn(CC(=O)NCCN2CCN(C)CC2)c(=O)c2cc3occc3n12	-17	1.0	2	-8	-12	-5	-0.3	-0.11	1
Cc1ccc(Cn2c(CN(C)Cc3ccccc3)nc3c2c(=O)n(C)c(=O)n3C)cc1	-11	0.3	3	-12	16	-5	6.9	.	10
COc1ccc(Cl)cc1NC(=O)/C=C/C(=O)O	0	0.9	-9	-16	25	-6	-1.0	0.29	5
c1ccc(N=P(N2CCOCC2)(N2CCOCC2)N2CCOCC2)cc1	-23	0.6	-2	-19	-3	4	-0.1	0.37	2
Cc1ccc(S(=O)(=O)NC(C(=O)N2CCOCCOCCOCC2)c2ccccc2)cc1 (centres undefined)	-13	-0.4	-3	-30	-17	-4	0.7	0.07	16
CCN(CC)c1ccc(/C=c2\sc3nc4ccccc4n3c2=O)c(O)c1	48	1.5	.	-27	-314	6	5.0	i	19
COC(=O)c1ccc(NC(=O)Nc2ccccc2C)cc1	-2	0.9	0	-20	11	1	2.4	-0.12	.
Cc1ccc(CNC(=O)Cn2c(=O)c3sccc3n(Cc3ccc([N+](=O)[O-])cc3)c2=O)cc1	-6	0.4	-9	-26	16	-4	0.5	-0.017	16
COc1ccc(CNc2nc(NCc3ccc(OC)cc3)n(S(C)(=O)=O)n2)cc1	0	0.3	0	-18[20 µM]	13	-2	0.3	0.19	29
O=C(COC(=O)/C=C/C(=O)N1CCN(c2ccccc2)CC1)NCc1ccc(F)cc1	-2	0.5	-7	-8	18	-9	0.8	.	14
O=C(NC(=S)Nc1ccccc1N1CCCC1)c1cccs1	-5	1.1	1	-18	11	-26	-1.3	79*	0
O=C(CNC(=O)c1cccc(Br)c1)N/N=C/c1ccc[nH]1	-12	0.0	-5	-15	11	-13	-1.2	0.35	-4
Cc1cc2nnc(SC(C)C#N)n2c2ccccc12 (centres undefined)	-25	-0.1	-1	-14[20 µM]	-21	-4	1.1	0.22	24
COc1cc(/C=N/NC(=O)C(N)=O)ccc1OCC(=O)N1C(C)CCCC1C (centres undefined)	-5	1.4	-1	-23	-1	-37	1.8	-0.19	-9
O=C(c1ccccn1)N1N=C2/C(=C/c3ccc(F)cc3)CCCC2C1c1ccc(F)cc1 (centres undefined)	3	0.5	-7	-5	17	-15	-0.2	-0.33	-7
N#Cc1ccccc1NC(=O)CSc1ccc([N+](=O)[O-])cn1	-5	0.0	-3	-27	-4	-10	-0.1	-0.0021	31
CC(C)C(c1nnnn1C(C)(C)C)N1CCC(Cc2ccccc2)CC1 (centres undefined)	-16	0.7	2	-26	16	2	0.9	0.032	6
COc1ccc(-n2c(=S)[nH]c3cc(C(=O)Nc4ccccc4OC)ccc3c2=O)cc1	-21	0.1	0	-18	32	-15	1.2	1	7
COC(=O)c1cn(NC(=O)c2ccc(F)cc2)c(=O)c2ccccc12	-2	0.1	-5	-9[20 µM]	-23	0	-1.1	-0.29	13
Cc1ccc2c(c1)N(CCC(=O)NCc1cccs1)C(=O)C(C)O2 (centres undefined)	-2	-0.3	0	-8[20 µM]	-31	4	0.0	.	12
CN(C)C(=O)N1CCC(C(=O)NC2CCCCCCC2)CC1	8	-0.2	-5	-10[20 µM]	11	5	-0.3	0.35	-7
O=C(O)CCCC(=O)Nc1ccc(Br)cc1	-11	0.5	1	-18[20 µM]	-35	2	0.4	-1.1	-1
COc1ccc(C2NC(c3ccc(OC)c(OC)c3OC)C(C)C(=O)C2C)c(OC)c1OC (centres undefined)	-10	-0.1	-4	-13[20 µM]	8	-1	-1.0	-0.0051	-4
COc1ccc(-c2nc(CSCC(=O)NCc3ccc4c(c3)OCO4)c(C)o2)cc1OC	-7	-0.1	-7	-28	-10	-1	0.3	-0.71	-4
Cc1ccccc1-c1nsc(SCC(=O)Nc2ccc3c(c2)OCO3)n1	-12	0.6	-11	-19	-8	0	-0.1	-0.73	10
CS(=O)(=O)N1CCN(Cc2ccc(C(F)(F)F)cc2)CC1	-11	0.9	0	-21[20 µM]	-32	3	-0.3	0.21	8
COc1cccc(-c2cc(C(=O)Nc3c(C)nn(Cc4ccccc4C)c3C)no2)c1	3	0.7	-6	-17	-10	0	0.3	.	-5
CC(=O)Nc1ccc(N(C(=O)Cn2nnc3ccccc32)C(C(=O)NC2CCCC2)c2ccc(O)c(O)c2)cc1 (centres undefined)	-11	0.8	-3	-22	-19	-4	-0.3	0.58	6
CCN(CC)Cc1c(NC(=O)c2ccccc2)sc(C)c1C	-4	0.1	-6	-35	25	1	-2.4	0.72	-9
CCOC(=O)N1CCN(S(=O)(=O)c2ccc3c(c2)oc(=O)n3C)CC1	-28	0.8	2	-31[20 µM]	17	1	-1.7	0.84	8
CCOc1ccc2nc(NC(=O)NC3CCCCC3)sc2c1	-11	0.7	4	-19	27	8	0.9	0.19	9
COC(=O)c1ccc(CNC(=O)COC(=O)C23CC4CC(CC(C4)C2)C3)cc1	-24	1.1	0	-11	20	0	5.3	0.23	2
Cc1cccc(C)c1Nc1nnc(SC/C(O)=C(\C#N)c2nc3ccccc3[nH]2)s1	11	0.5	1	-21	-47	-8	-0.3	-1.3	24
O=C(Nn1c(-c2ccc(Cl)cc2)nc2ccccc2c1=O)c1cccnc1Cl	-14	0.3	0	2	21	7	0.4	0.89	-3
COc1ccc(Oc2nc(SC)nc3ccccc23)cc1	-1	0.5	1	-18[20 µM]	34	-4	-0.1	0.86	10
CCOC(=O)c1ccc(CSc2nnc(C)n2N)o1	-8	0.7	3	-35[20 µM]	-16	0	-1.1	.	-6
CSc1nc(Cc2ccc(Cl)cc2)nc2ccccc12	-11	-0.5	5	-17	-8	4	-0.5	0.63	-14
C=CCn1c(SCC(=O)O)nc2sc(CC)cc2c1=O	-10	1.5	-10	-26	-13	-4	1.9	0.6	9

Continued; the last two above are carried over.
SMILES	EBV gp42 inh	TRPML3 ag	Thrombin inh	Furin inhibitor	m-calpain inh	Tb hexokinase	zfTRPN1 agonist	KCC2 mod	PPC-1+TRAIL kill
CSc1nc(Cc2ccc(Cl)cc2)nc2ccccc12	-11	-0.5	5	-17	-8	4	-0.5	0.63	-14
C=CCn1c(SCC(=O)O)nc2sc(CC)cc2c1=O	-10	1.5	-10	-26	-13	-4	1.9	0.6	9
FC(F)Oc1ccccc1NC(=S)Nc1cccc(Cl)c1Cl	0	0.0	1	-18	13	8	0.1	6.9*	-6
Cc1cccc(N2N=C(C(=O)N3CC(=O)Nc4ccccc43)CCC2=O)c1	-9	0.4	22	0	-32	2	2.1	-0.63	-3
COc1ccccc1Cn1c(CCCO)nc2ccccc21	-7	-0.1	-7	-18	-23	-1	1.1	.	16
O=C(c1ccco1)N(CCC(c1ccccc1)c1ccco1)Cc1ccc(F)cc1 (centres undefined)	14	0.5	-2	4[20 µM]	28	11	0.7	.	17
CCN(CC)S(=O)(=O)c1ccc(/C=C/C(=O)Nc2ccccc2N2CCOCC2)cc1	-2	0.5	2	-15	17	-10	0.0	-1.2	0
CCNc1nc2c(c(=O)n(Cc3ccccc3)c(=O)n2C)n1Cc1ccccc1	-29	-0.2	2	-11	28	3	0.1	-0.28	1
Cc1cccc2sc(NC(=O)C3CCCO3)nc12 (centres undefined)	-10	-0.1	-4	-3[20 µM]	-14	1	0.5	1.5	3
O=C(NCc1ccc(F)cc1)c1cc2sccc2n1Cc1ccc(F)cc1	-14	-0.5	5	-12[20 µM]	-16	6	0.2	-0.15	13
CC(=O)c1ccc(N2CCN(C(=O)c3ccc4c(Cl)c5c(nc4c3)CCCC5)CC2)cc1	-5	1.0	-1	-29	2	-20	0.0	0.4	12
COc1cc2c(cc1OC)CN(C(=O)c1ccc(OC)c([N+](=O)[O-])c1)CC2	5	-1.0	-1	-16	-11	-12	0.1	-1.5	-10
CCCCCCNS(=O)(=O)c1nc2nc(C)cc(C)n2n1	-1	-0.1	-2	-4	-37	-7	-1.3	-0.011	-5
Cc1ccc(S(=O)(=O)N(C)C)cc1NC(=O)CSc1nnnn1-c1ccc(O)cc1	-7	1.7	7	-23	-6	0	2.0	-0.15	-6
CCCOc1ccc(Br)cc1/C=N/O	-14	-0.4	-2	-14[20 µM]	14	-2	-0.9	0.031	-11
O=C(Nc1ccc(S(=O)(=O)N2CCCC2)cc1)c1cc(=O)c2ccccc2o1	-8	-0.8	-10	-7	-2	-7	0.1	.	4
OC(CNC1CCCC1)COc1ccc(-c2ccccc2)cc1 (centres undefined)	3	1.8	0	-24	14	6	1.6	-0.8	43
COc1ccc(N2CCN(C(CNC(=O)c3ccc4c(c3)OCO4)c3cccnc3)CC2)cc1 (centres undefined)	-14	0.0	6	-11	8	3	0.2	.	10
COc1ccc(NC(=O)c2ccc([N+](=O)[O-])cc2[N+](=O)[O-])c(OC)c1	-15	0.5	-3	-32	-11	1	0.7	-0.21	-5
S=C(NCCSCc1ccc(Cl)c(Cl)c1)Nc1ccccc1	.	1.3	.	11[20 µM]	.	20	4.1	.	.
